High-throughput results (PubChem BioAssay)
HP1b chromo inh = blocks HP1-beta chromodomain binding to methylated histone tails. P83916. AlphaScreen HP1-beta / biotin-H3K9me3 peptide binding. Potency, µM (top dose mostly 114 µM), for inactives: at the top dose activity change, negative = inhibition, usual class: inhibitors. 390,000 tested, 0.56% active. AID 540317; note: potency is the fitted concentration of half-maximal effect; nearly all actives have a fitted effect of over 70% in size; inactives centre near 23
Target sequence (P83916 whole entry, looked up): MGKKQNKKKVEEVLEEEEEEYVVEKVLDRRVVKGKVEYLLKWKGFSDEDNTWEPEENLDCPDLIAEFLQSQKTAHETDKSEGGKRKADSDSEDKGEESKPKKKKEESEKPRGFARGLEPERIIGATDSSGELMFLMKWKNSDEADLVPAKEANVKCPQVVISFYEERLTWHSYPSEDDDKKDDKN
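AlphaScreen: HP1-beta (50 nM) preformed 30 min with biotin-H3(1-18)K9me3 peptide (50 nM) in PBS pH 7.4, 0.01% Tween-20. Compound added for 30 min at RT, then streptavidin donor/nickel chelate acceptor beads (10 ug/mL) for 30 min.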
TrxR1 substrate = is turned over as a substrate by rat TrxR1. purified TrxR1 substrate turnover, NADPH consumption readout. Potency, µM (doses to about 114 µM), inactives show at the highest dose activity change, negative = substrate turnover. 390,000 tested, 0.01% active. AID 588456; note: potency is the fitted concentration of half-maximal effect; % is set by controls: 0 for no effect and ±100 for the full control effect; nearly all actives have a fitted effect of over 50% in size
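Rat TrxR1, dispensed at 90 nM, was prereduced with 400 uM NADPH (final) for 5 min at ~22 deg C, then incubated with compound 15 min before 400 uM selenite. A first-read NADPH fluorescence drop versus no-compound background flagged substrates.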
GLS inh = glutaminase GLS (human) inhibition. GLS enzymatic activity, qHTS titration. Potency, µM (titrated, usually from 45.5 µM), for inactives: top-dose activity change, negative = inhibition, most hits filed as inhibitors. 410,000 tested, 0.21% active; note: potency is the fitted concentration of half-maximal effect; % is set by controls: 0 for no effect and ±100 for the full control effect
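hKGA in 45 mM KH2PO4 pH 8.2, 0.02% Tween-20 with pin-transferred compounds; 1 mM L-glutamine (stock) plus glutamate oxidase/HRP/Amplex Red coupling added. Fluorescence read initially and after 30 min at RT.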
IDH1 R132H inh = blocks human mutant IDH1 R132H enzyme. O75874. IDH1-R132H enzyme, NADPH consumption, diaphorase/resazurin fluorescence. Potency, µM (highest dose often 76.6 µM), inactives show at the top dose activity change, negative = inhibition, actives largely listed as inhibitors. 390,000 tested, 0.093% active; note: potency is the fitted concentration of half-maximal effect; % is set by controls: 0 for no effect and ±100 for the full control effect; nearly all actives have a fitted effect of over 65% in size
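IDH1-R132H (0.5 ug/mL dispensed) in pH 7.5 Tris buffer was preincubated 30 min with compound, then given a substrate mix of 0.016 mM NADPH and 2 mM alpha-KG for 80 min at room temperature; remaining NADPH was read by diaphorase/resazurin fluorescence.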
PI4K2A block = inhibitors of human PI4K2A; 420,000 tested, 0.13% active; AID 1346378; Q9BTU6; activity change, negative = inhibition, % at 76.9 µM; purified PI4K2A, ADP-Glo luminescence, 1 h; stronger effect = lower value; in the data active = activity change below about -50%; inconclusive = mostly about -30% to -49%;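 note: -100% = wells without enzyme as full effect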
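In this quantitative HTS, ADP production by PI4K2A was quantified luminescently after 1 h at ambient temperature; 100 microM adenosine served as plate-quality control.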
Pin1 inhibitor = blocks the human prolyl isomerase Pin1; Pin1 FP peptide displacement, HiFluor488, 10 min; Q13526; Potency, µM (top dose mostly 115 µM), for inactives: at the top dose activity, negative = inhibition, hits mostly inhibitors; AID 504891; 390,000 tested, 0.009% active; active = well fitted inhibition curve with a large enough effect in the polarisation, with a control signal flat, not every such curve was filed as active; inconclusive = small, poorly fitted or top-dose-only effect, or effect the other way, or a change in a side signal; inactive = no such curve, though single readings can be large or run the other way; the % refers to the polarisation; note: potency is the fitted concentration of half-maximal effect; % is set by controls: 0 for no effect and ±100 for the full control effect
USP1-UAF1 inh = USP1/UAF1 (human) deubiquitinase inhibition. O94782. recombinant USP1/UAF1, Ub-Rhodamine cleavage fluorescence. Potency, µM (titrated, usually from 57.1 µM), without a hit: at the top dose activity change, negative = inhibition, usual class: inhibitors. 390,000 tested, 0.23% active; note: potency is the fitted concentration of half-maximal effect; % is set by controls: 0 for no effect and ±100 for the full control effect; nearly all actives have a fitted effect of over 60% in size; inactives centre near -12
Target sequence (O94782 whole entry, looked up): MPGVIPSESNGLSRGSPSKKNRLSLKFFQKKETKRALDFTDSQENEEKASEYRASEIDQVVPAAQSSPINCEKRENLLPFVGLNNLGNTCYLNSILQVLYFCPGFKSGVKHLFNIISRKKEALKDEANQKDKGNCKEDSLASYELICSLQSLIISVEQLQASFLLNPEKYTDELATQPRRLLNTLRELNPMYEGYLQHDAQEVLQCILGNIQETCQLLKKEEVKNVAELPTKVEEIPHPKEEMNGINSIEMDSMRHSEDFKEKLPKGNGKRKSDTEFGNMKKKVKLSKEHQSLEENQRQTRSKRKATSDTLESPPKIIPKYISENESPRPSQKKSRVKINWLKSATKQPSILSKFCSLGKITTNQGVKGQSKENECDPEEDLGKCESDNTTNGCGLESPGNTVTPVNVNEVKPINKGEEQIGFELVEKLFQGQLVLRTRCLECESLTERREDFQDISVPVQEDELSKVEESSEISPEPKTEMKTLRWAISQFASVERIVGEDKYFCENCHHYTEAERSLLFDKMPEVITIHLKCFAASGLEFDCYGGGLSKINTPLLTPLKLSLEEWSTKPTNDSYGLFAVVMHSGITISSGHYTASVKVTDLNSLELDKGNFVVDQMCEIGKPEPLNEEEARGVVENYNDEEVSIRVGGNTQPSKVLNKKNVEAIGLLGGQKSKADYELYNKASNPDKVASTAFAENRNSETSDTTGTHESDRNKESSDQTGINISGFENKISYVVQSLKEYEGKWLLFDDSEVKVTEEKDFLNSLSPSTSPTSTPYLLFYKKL
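1 nM enzyme complex + cpd, 15 min RT; start with Ub-Rho 150nM final; kinetic fluorescence ex 480/em 540, 6 reads q60 s. Buffer 50mM HEPES pH 7.8, 0.5mM EDTA, 0.1 mg/ml BSA, 1mM TCEP, 0.01% Tween-20.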
TrxR1 inh = blocks rat thioredoxin reductase 1; O89049; recombinant rTrxR1, NADPH fluorescence consumption, selenite substrate; Potency, µM (highest dose often 114 µM), for inactives: top-dose activity change, negative = inhibition, most hits filed as inhibitors; 390,000 tested, 1% active; note: potency is the fitted concentration of half-maximal effect; % is set by controls: 0 for no effect and ±100 for the full control effect; nearly all actives have a fitted effect of over 65% in size
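Rat TrxR1 (90 nM in the dispensed reagent) was pre-reduced with 400 uM NADPH for 5 min at room temperature, then incubated with compound for 15 min. After 400 uM selenite was added, NADPH fluorescence (Ex 340/Em 450 nm) was followed for 8 min.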
PGK inhibitor = inhibitors of T. brucei phosphoglycerate kinase; P07378; PGK/GAPDH coupled, Kinase-Glo luminescence, 60 min; AID 602233; 380,000 tested, 0.043% active; Potency, µM (titrated, usually from 57.5 µM), for the others: at the highest dose activity change, negative = inhibition, hits mostly inhibitors; note: potency is the fitted concentration of half-maximal effect; % is set by controls: 0 for no effect and ±100 for the full control effect; nearly all actives have a fitted effect of over 60% in size
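Recombinant glycosomal PGK reaction used 1,3-bisphosphoglycerate generated in-well by GAPDH (100nM final) in 100mM TEA pH 7.6, 5mM MgCl2, 0.01% Tween-20. After 60 minutes at room temperature, ATP was read by Kinase-Glo Plus luminescence end-point.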
An asterisk follows results filed as active; i = inactive; ? = inconclusive; · = not tested or not shown; [ ] = another dose, or the depositor's remark. Unless noted, calls come from the whole dose curve; as a rule, active = well fitted curve in the direction sought with a large enough effect; inconclusive = small, poorly fitted or top-dose-only effect, or another doubt; inactive = no such curve, though single readings can be large; an effect the other way counts as inactive or inconclusive.

structure | HP1b chromo inh | TrxR1 substrate | GLS inh | IDH1 R132H inh | PI4K2A block | Pin1 inhibitor | USP1-UAF1 inh | TrxR1 inh | PGK inhibitor
COC(=O)Cn1c(O)c(N=NC(=O)CNC(=O)c2ccncc2)c2ccccc21 | 57%[activator] | -4% | -7% | 0% | 3 | -7% | -14% | -5% | i
CCCCn1c(N)c(N(CCC(C)C)C(=O)CSc2nnc(C)s2)c(=O)[nH]c1=O | 26% | -3% | 5% | 7% | -1 | 3% | -19% | -5% | -4%
COC(=O)c1ccccc1NC(=O)Nc1c(C)n(C)n(-c2ccccc2)c1=O | 34% | 5% | 0% | 0% | -6 | -13% | -11% | 12% | -9%
O=S(=O)(c1ccc2nc(Nc3ccc(Br)cc3F)ccc2c1)N1CCCCC1 | 48%[activator] | 2%[57.1 µM] | -8% | 3% | 2 | 11% | ? | -3%[57.1 µM] | 11%
CCCOc1ccc(-c2c(C(=O)N/N=C/C3CC=CCC3)nnn2-c2nonc2N)cc1 (stereo unspecified) | 50%[activator] | -4% | -4% | -14% | -7 | 0% | -20% | 9% | -9%
CC1(C)NC(=O)N(CCCOc2ccc(Br)cc2Cl)C1=O | 48%[activator] | -4% | -9% | 11% | 9 | 1% | -14% | 15% | i
Cc1ccc(NC(=O)COC(=O)C(NS(=O)(=O)c2ccc(Cl)cc2)C(C)O)cc1 (stereo unspecified) | 9% | -12% | 10% | 5% | 7 | 8% | -1% | 10%[57.1 µM] | -8%
O=C(CCc1nc2ccccc2[nH]1)Nc1ccc2c(c1)OCO2 | -20% | 9%[57.1 µM] | -1% | 4% | -12 | -4% | -16% | 26%[57.1 µM] | -6%
O=C(Nc1ccc(O)cc1)/C(=C\c1cccs1)NC(=O)c1ccccc1 | 17% | -9% | 33%[activator] | 1% | 1 | 7% | -6% | -7% | 5%
Cc1cccn2c(=O)c3cc(C(=O)NC4CCCCC4)n(C)c3nc12 | 42%[activator] | 6% | -13% | 7% | 4 | ? | -21% | 2% | -3%
COC(=O)c1cc(S(=O)(=O)NCc2ccccc2)c[nH]1 | 31% | 3% | -11% | 5% | -2 | 19% | -28% | 9% | -1%
Cc1onc(-c2c(Cl)cccc2Cl)c1COC(=O)c1ccc(Cl)cc1[N+](=O)[O-] | -16% | -2% | 3% | -1% | 1 | -2% | -17% | 8% | 7%
O=C(c1cccc(Cl)c1)N1CCN(C(=O)c2ccco2)CC1 | 53%[activator] | -7%[57.1 µM] | -2% | 8% | 2 | 2% | -14% | -4%[57.1 µM] | i
Cc1cc(C)n(-c2nc(C(=O)O)cs2)n1 | 17% | 5%[57.1 µM] | 0% | -7% | -2 | 0% | -5% | 11%[57.1 µM] | 5%
COc1ccccc1N(CC(=O)NC1CCCC1)C(=O)CCCC(=O)Nc1ccccn1 | 32% | -8% | -3% | 8% | -1 | 0% | -12% | 6%[57.1 µM] | 5%
C=CCN(CC=C)C(=O)C1c2ccccc2Oc2ccccc21 | · | · | 0% | 11% | -1 | · | -16% | · | -8%
CCc1ccc(OCC(=O)Nc2ccc(Cl)c(-c3nc4ncccc4o3)c2)cc1 | 39% | -6% | -10% | · | 2 | 14% | -30% | 1% | ·
CC(C)n1cc(CN2CCC(C(=O)Nc3cccc(-c4cccc(Cl)c4)c3)CC2)cn1 | 21% | 1% | 1% | -8% | 1 | 2% | -28% | 22% | 2%
Cc1noc(NS(=O)(=O)c2ccc(NC(=O)C(F)(F)F)cc2)c1C | 36% | 2% | 2% | -4% | -1 | 1% | -22% | 15% | -9%
O=C1c2ccccc2C(=O)c2c1ncn2-c1ccccc1 | 15% | -11% | -4% | 6% | 3 | 1% | ? | -12% | i
Cc1cc(=O)n2c3c(c4c(cc13)c(CN(C)C)cc(=O)n4C)OC2 | 17% | 13% | -20% | 11% | -19 | -2% | ? | ? | i
O=C(CSc1nnc(CNC(=O)c2cccs2)o1)Nc1ccc2c(c1)OCO2 | 34% | -7% | -6% | -5% | -2 | -2% | 7% | 4% | -2%
CCOC(=O)N1CCC(NC(=O)c2cc3ccccn3n2)CC1 | 37% | 16%[57.1 µM] | 3% | -1% | -1 | -6% | -5% | 13%[57.1 µM] | 6%
Cc1[nH]n(-c2c(Cl)cc(Cl)cc2Cl)c(=O)c1C=Nc1ccc(S(=O)(=O)N2CCOCC2)cc1 | 2% | -6% | 7% | -3% | -5 | -2% | -2% | 2% | -8%
CC[C@]12c3[nH]c4ccccc4c3CCN1C(=O)C(CC(=O)NCCCN(C)C)C[C@@H]2C(=O)N1CCN(C(=O)c2ccco2)CC1 (stereo partly specified) | 38% | -7% | -9% | -4% | 5 | -2% | -16% | -2% | i
Cc1nn(C)c2c1c(C(F)(F)F)cc(=O)n2CC(=O)NCc1ccccc1Cl | 26% | 6%[57.1 µM] | 4% | 7% | 3 | 1% | -25% | 9%[57.1 µM] | -5%
O=C(CSc1nnc(CNC(=O)c2c(F)cccc2F)o1)NCc1ccc2c(c1)OCO2 | · | · | 13% | -1% | -7 | · | -10% | · | 2%
O=C(O)CCC(=O)NNC(=O)c1cccc(Cl)c1 | 23% | 7% | 0% | 13% | ? | 3% | -8% | 9% | -7%
Cc1cc(C)n(Cc2cccc(C(=O)N/N=C/c3ccncc3)c2)n1 | 44%[activator] | -5% | 3% | 0% | -1 | -5% | -12% | -3% | 4%
CCOc1ccc2nc(SCC(=O)NCc3ccccc3OC)[nH]c2c1 | 20% | -2% | -3% | -2% | -2 | -6% | -5% | 22% | -7%

(next part)
Structure	HP1b chromo inh	TrxR1 substrate	GLS inh	IDH1 R132H inh	PI4K2A block	Pin1 inhibitor	USP1-UAF1 inh	TrxR1 inh	PGK inhibitor
Cc1ccc(NC(=S)NCc2ccc(S(N)(=O)=O)cc2)c(C)c1	25%	-4%[57.1 µM]	6%	-14%	5	3%	-10%	?	2%
COC(=O)c1c(/N=C/N(C)C)sc2c1CCN(c1ncc(C(F)(F)F)cc1Cl)C2	-2%	-11%	-2%	11%	1	1%	-18%	-6%	-5%
CC(c1ccccc1)N1CC(C(=O)N2CCN(Cc3ccc(C#N)cc3)CC2)CC1=O (stereo unspecified)	23%	3%	0%	-12%	-2	-10%	-15%	19%	2%
COc1ccc(-n2nc3ccc(N)cc3n2)cc1Cl	55%[activator]	72%[activator]	1%	-2%	0	4%	-22%	23%	1%
O=C(COC(=O)c1ccc(OC(F)(F)F)cc1)Nc1ncccn1	-13%	3%[11.4 µM]	?	4%	1	-1%	-2%	3%[11.4 µM]	-19%
COc1cc(CC(=O)N2CCN(C(=O)C3CCCO3)CC2)cc(OC)c1OC (stereo unspecified)	11%	-4%	-8%	-5%	2	-1%	-14%	-23%	-2%
Cc1ccc(S(=O)(=O)c2nc(S(=O)(=O)c3ccc(C)cc3)c(NCc3ccco3)s2)cc1	16%	4%	-1%	-4%	3	?	-13%	18%	0%
O=C(NCCO)/C(=C/c1ccco1)NC(=O)c1ccco1	23%	9%[57.1 µM]	-5%	3%	-2	?	7%	-37%	1%

Three entries from above, ordered by their value in HP1b chromo inh, ascending:
Structure	HP1b chromo inh	TrxR1 substrate	GLS inh	IDH1 R132H inh	PI4K2A block	Pin1 inhibitor	USP1-UAF1 inh	TrxR1 inh	PGK inhibitor
O=C(COC(=O)c1ccc(OC(F)(F)F)cc1)Nc1ncccn1	-13%	3%[11.4 µM]	?	4%	1	-1%	-2%	3%[11.4 µM]	-19%
O=C(NCCO)/C(=C/c1ccco1)NC(=O)c1ccco1	23%	9%[57.1 µM]	-5%	3%	-2	?	7%	-37%	1%
Cc1ccc(NC(=S)NCc2ccc(S(N)(=O)=O)cc2)c(C)c1	25%	-4%[57.1 µM]	6%	-14%	5	3%	-10%	?	2%

Following part
Structure	HP1b chromo inh	TrxR1 substrate	GLS inh	IDH1 R132H inh	PI4K2A block	Pin1 inhibitor	USP1-UAF1 inh	TrxR1 inh	PGK inhibitor
COc1ccc(O)c(C(=O)c2cnc3c(c2)c(-c2ccc(F)cc2)c(C#N)c(=O)n3C)c1	-23%	7%[57.1 µM]	?	2%	-5	22%	?	32%[57.1 µM]	11%
O=C(CCCCn1c(=O)c2ccccc2n(CC(=O)Nc2ccccc2)c1=O)NCc1ccccc1Cl	5%	0%	-13%	-6%	4	-5%	-22%	14%	-3%
Cc1ccc(C(C)C)c(OCCCN2CCc3ccccc3C2)c1	81%[activator]	-1%	3%	11%	1	7%	?	15%	i
O=C(OCC(=O)N1CCc2ccccc21)c1ccc(Cl)nc1	8%	1%	4%	7%	-3	9%	-6%	5%	10%
O=C(O)c1ccn(COc2ccc(Br)cc2)n1	-14%	-16%[57.1 µM]	-8%	3%	-1	4%	-19%	27%[57.1 µM]	i
Cc1ccc(NC(=O)COC(=O)c2cccc(N3C(=O)c4ccccc4C3=O)c2)cc1	24%	8%	2%	2%	-3	0%	-22%	19%	-2%

Not all compounds are listed; count on the stated rates, not on these rows.
